DT40 TDP1 CPT – qHTS for Inhibitors of human tyrosyl-DNA phosphodiesterase 1 (TDP1): qHTS in cells in presence of CPT | chicken DT40 Tdp1-/-;hTDP1 cells + 20 nM CPT, ATP luminescence, 48 h | Potency, µM (highest dose often 46.2 µM), for inactives: at the highest dose activity change, negative = growth inhibition, hits mostly inhibitors | hit rate 12% among 420,000 | AID 686979, 2013; also: nearly all actives have a fitted effect of over 55% in size
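Cell growth measured by CellTiter-Glo luminescence after a minimum 48 h, 37 C compound exposure with 20 nM CPT in Tdp1-knockout DT40 cells stably expressing hTDP1, seeded 400/well; qHTS titration format.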
KAT2A inh – qHTS Assay for Inhibitors of GCN5L2 | hit rate 0.21% among 390,000 | Potency, µM (top dose mostly 58.9 µM), for the others: top-dose activity change, negative = inhibition, usual class: inhibitors | GCN5L2 HAT assay, ThioGlo1 CoA-SH fluorescence
Target sequence (Q92830 whole entry, looked up): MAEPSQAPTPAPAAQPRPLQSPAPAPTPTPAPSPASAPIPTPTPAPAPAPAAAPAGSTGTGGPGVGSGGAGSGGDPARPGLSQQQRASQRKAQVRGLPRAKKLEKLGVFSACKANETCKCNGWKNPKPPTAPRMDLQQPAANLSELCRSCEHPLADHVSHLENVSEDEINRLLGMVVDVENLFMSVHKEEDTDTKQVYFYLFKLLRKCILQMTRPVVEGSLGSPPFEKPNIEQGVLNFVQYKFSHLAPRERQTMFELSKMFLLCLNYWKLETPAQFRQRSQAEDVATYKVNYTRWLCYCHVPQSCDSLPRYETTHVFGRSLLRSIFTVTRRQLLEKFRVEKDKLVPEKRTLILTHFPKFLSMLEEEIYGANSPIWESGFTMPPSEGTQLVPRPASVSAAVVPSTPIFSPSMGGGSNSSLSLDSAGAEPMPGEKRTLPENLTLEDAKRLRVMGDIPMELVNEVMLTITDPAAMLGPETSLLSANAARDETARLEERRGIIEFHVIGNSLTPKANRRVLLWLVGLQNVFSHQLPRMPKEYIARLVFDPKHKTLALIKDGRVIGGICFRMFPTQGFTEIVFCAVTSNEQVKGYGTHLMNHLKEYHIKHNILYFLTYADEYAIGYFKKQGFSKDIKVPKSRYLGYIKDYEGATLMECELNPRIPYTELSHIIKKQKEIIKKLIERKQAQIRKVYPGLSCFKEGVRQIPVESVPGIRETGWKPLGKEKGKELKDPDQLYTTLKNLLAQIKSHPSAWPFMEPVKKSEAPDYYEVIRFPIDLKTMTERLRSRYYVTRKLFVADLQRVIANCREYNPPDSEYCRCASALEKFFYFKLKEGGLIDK
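Compounds, pin-transferred from DMSO stocks, meet 20nM GCN5L2 for 15 min before the reaction begins with H3(1-25) peptide (75uM) and acetyl-CoA (70uM). Thiol-reactive ThioGlo1 reports CoA release over 20 min at room temperature.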
FEN1 inh – qHTS Assay for the Inhibitors of Human Flap endonuclease 1 (FEN1); hit rate 0.35% among 390,000; Recombinant FEN1 flap cleavage, fluorescence, 15 min; P39748; Potency, µM (highest dose often 114 µM), for inactives: at the highest dose activity change, negative = inhibition, hits mostly inhibitors; also: nearly all actives have a fitted effect of over 65% in size
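Concentration–response screening of FEN1 (10 nM): 15 min compound preincubation at room temperature, reaction started with 50 nM substrate and read at 0 and 15 min. Corrected, normalized data were fitted by a four-parameter Hill equation.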
* marks the source's active call; other numbers are inactive results; u = inconclusive; x = no result given; & = joins results of further samples; [ ] = another dose, or the depositor's remark. Calls follow the shape of the dose curve; as a rule, active = well fitted curve in the direction sought with a large enough effect; inconclusive = small, poorly fitted or top-dose-only effect, or another doubt; inactive = no such curve, though single readings can be large; an effect the other way counts as inactive or inconclusive. % is scaled to controls: 0 for no effect and ±100 for the full control effect; potency is read from the fitted curve at half-maximal effect. A portion of the library; the hit share may differ from the screen's.

Order of results – DT40 TDP1 CPT	KAT2A inh	FEN1 inh
Cc1ccc(CNc2ncnc3c2cnn3C2CCCCO2)cc1 (configuration not stated)
    -10.9%	x	-12.9%
C[C@@]12C(=O)N(CC3CCCO3)CC(=O)N1[C@H]1c3cc(Cl)ccc3OC[C@@H]1[C@@H]2c1ccccc1 (some centres not stated)
    23.1µM*	-1.9%	-16.4%
Cc1cc(C(=O)CN2C(=O)NC3(CCCc4sccc43)C2=O)c(C)n1-c1ccccc1 (configuration not stated)
    u	-8.7%	-11.6%
COc1ccc(NS(=O)(=O)c2cc3c(cc2C)NC(=O)CO3)c(OC)c1
    u	-8.9%&-9.9%	-8.3%&1.0%
O=C(O)Cc1ccc(-c2ccccc2)cc1
    9.1%	1.7%	-7.8%
C[C@]12c3[nH]c4cc(-c5ccco5)ccc4c3CCN1C(=O)[C@@H](CC(=O)NCC13CC4CC(CC(C4)C1)C3)C[C@@H]2C(=O)N1CCCCC1
    5.17µM*	-8.9%	-14.9%
Cn1c(CO)cnc1SCC(=O)c1ccc(Cl)cc1
    -4.1%	-6.4%	3.7%
O=C(OCCCCN1C(=O)c2ccccc2C1=O)c1n[nH]c2ccccc12
    u	0.8%	-8.5%
CCCCCCCCCc1nc2sc3c(c2c(=O)n1NC(=O)c1ccc([N+](=O)[O-])cc1)CC(C)(C)OC3
    u	-29.2%	u
N#C/C(=C(/O)COC(=O)COc1ccc(Cl)cc1)c1nc2ccccc2[nH]1
    4.11µM*	0.2%	-5.3%
CC(C)OC(=O)Nc1ccc2c(c1)N(C(=O)CCN1CCOCC1)c1ccccc1CC2
    -27.3%	0.0%	-0.8%
CCN(CC)C(=O)C1CCCN(c2ncnc3onc(C)c23)C1 (configuration not stated)
    u	-11.1%	-3.2%
c1ccc(N2CCCCC2)c(Nc2nc3ccccc3n3cnnc23)c1
    u	-9.6%	-1.9%
COc1ccc2[nH]cc(CCNc3nc(-c4ccccc4OC)nc4ccccc34)c2c1
    u	0.3%	x
O=C(OC(C(=O)NCc1ccco1)C(OC(=O)c1ccccc1)C(=O)NCc1ccco1)c1ccccc1 (configuration not stated)
    -2.5%	-0.6%	1.0%
Cc1ccccc1S(=O)(=O)Cc1ccc(C(=O)NCCN(Cc2ccccc2)C(C)C)o1
    u	-7.9%	-2.3%
Nn1c(COc2ccccc2F)nnc1SCC(=O)NC1CCS(=O)(=O)C1 (configuration not stated)
    0.3%	-3.7%	4.5%
NNC(=O)c1oc2nc(-c3ccccc3)cc(-c3ccco3)c2c1N
    -7.6%	-3.2%	u
Cc1occc1C(=O)N1CCCC(N2CCN(c3cccc(Cl)c3)CC2)C1 (configuration not stated)
    u	2.8%	-2.8%
COc1ccc(NC(=S)NC(NC(=O)c2cccc3ccccc23)C(Cl)(Cl)Cl)c([N+](=O)[O-])c1 (configuration not stated)
    u	-6.0%[0.501 µM]	1.9%
COc1ccc(C2=NO[C@H]3C[C@](C(=O)NC(C)C)(S(=O)(=O)c4ccccc4)C[C@@H]23)cc1
    5.0%	1.2%	-14.3%
COc1ccccc1Nc1nnc(SCc2cc(=O)n3ccsc3n2)s1
    u	-3.3%	-5.4%
Cc1c(Br)ccc(NC(=O)c2ccccc2[N+](=O)[O-])c1C
    u	-1.7%	17.7%
COc1cccc2cc(C(=O)C3=C(O)C(=O)N(CCN4CCOCC4)C3c3ccc(C(C)(C)C)cc3)oc12 (configuration not stated)
    u	-7.6%	-8.8%
Cc1c(N2C(=O)/C(=C3/C(=O)N(C)c4ccccc43)SC2=S)c(=O)n(-c2ccccc2)n1C
    u	-7.8%	11.4%
O=C1CN(C(=O)c2ccc(Cl)nc2)c2ccccc2N1
    2.9%	-5.7%	-1.8%
O=C(Cn1c(SCC(=O)N2CCc3ccccc32)nc2ccccc21)NC1CCCC1
    -29.8%	0.4%	23.3%
Cc1ccsc1C(=O)C1CCCN(Cc2cccn2-c2ccc(Cl)cn2)C1 (configuration not stated)
    23.1µM*	-0.1%	-1.5%
CCC(=O)N1CCc2cc(Br)cc(S(=O)(=O)N3CCCC(C(=O)Nc4cccc(F)c4)C3)c21 (configuration not stated)
    23.1µM*	0.0%	13.7%
Cc1cccn2cc(CCNC(=O)c3ccc(Br)o3)nc12
    -10.1%	-14.5%	-14.2%
CCCCN(CCCC)S(=O)(=O)c1ccc(C(=O)Nc2sc3c(c2C(N)=O)CCN(CC)C3)cc1
    u	-6.6%	14.0%
CC(C)c1ccc(NC(=O)CN2C(=O)C3(SCC(=O)N3c3ccc(F)cc3)c3ccccc32)cc1 (configuration not stated)
    u	-6.4%	-11.4%
CCCOc1ccc(/C(O)=C2/C(=O)C(=O)N(CCN(C)C)C2c2ccncc2)cc1 (configuration not stated)
    8.2%	x	-8.8%
O=C(Nc1nc(-c2ccccn2)cs1)C1CCCC1
    2.91µM*	-8.9%	-1.0%
O=C(NNC(=O)c1ncc(Cl)c(Cl)c1Cl)c1ccc(F)cc1
    u	-2.0%	-7.8%
O=C(NCCc1ccccc1)c1ccccc1[N+](=O)[O-]
    8.4%	0.7%	20.0%
CCOc1ccc(/C=N/NC(=O)c2cc3c(OC)cc(OC)c(OC)c3[nH]2)cc1
    u	-22.3%	u
O=C(NCc1ccco1)C1CCN(C(=O)N2CCOc3ccccc32)CC1
    -0.9%	-3.8%	-2.4%
CC(=O)c1cccc(CN2CCCC(C(=O)Nc3ccc(-c4ccco4)cc3)C2)c1 (configuration not stated)
    14.6µM*	-28.8%	-0.1%
COc1ccccc1CN(C)CC(=O)c1c(C)[nH]c2ccccc12
    17.8µM*	x	-15.6%

Copied from the list:
Value for `CC(C)OC(=O)Nc1ccc2c(c1)N(C(=O)CCN1CCOCC1)c1ccccc1CC2` in KAT2A inh: 0.0%
Value for `CCC(=O)N1CCc2cc(Br)cc(S(=O)(=O)N3CCCC(C(=O)Nc4cccc(F)c4)C3)c21` (configuration not stated) in DT40 TDP1 CPT: 23.1µM*
Value for `Cc1occc1C(=O)N1CCCC(N2CCN(c3cccc(Cl)c3)CC2)C1` (configuration not stated) in FEN1 inh: -2.8%
Value for `O=C(OC(C(=O)NCc1ccco1)C(OC(=O)c1ccccc1)C(=O)NCc1ccco1)c1ccccc1` (configuration not stated) in FEN1 inh: 1.0%

Record cards, from the list above. Values in the order: DT40 TDP1 CPT, KAT2A inh, FEN1 inh
Cc1ccsc1C(=O)C1CCCN(Cc2cccn2-c2ccc(Cl)cn2)C1 (configuration not stated) reads 23.1µM*, -0.1%, -1.5%
CC(C)c1ccc(NC(=O)CN2C(=O)C3(SCC(=O)N3c3ccc(F)cc3)c3ccccc32)cc1 (configuration not stated) reads u, -6.4%, -11.4%

More entries follow.
Order of results – DT40 TDP1 CPT	KAT2A inh	FEN1 inh
COc1ccc(C2=CC(=O)CC(c3ccc(F)cc3)C2)cc1 (configuration not stated)
    u	x	0.7%
CC(NC(=O)/C(C#N)=C/c1ccc(OCC(=O)O)cc1)c1ccccc1 (configuration not stated)
    0.9%	-10.2%	24.4%
CCOc1ccc2c(c1)C(C)=CC(C)(C)N2S(=O)(=O)c1ccc(NC(C)=O)cc1
    1.03µM*	-13.8%	2.8%
C=CCc1cccc(CNc2nc3ccccc3n2CCN2CCOCC2)c1O
    u	-16.2%	0.0%
O=C(NCCc1ccc(Cl)cc1Cl)c1cncc(Br)c1
    3.0%	8.8%	-7.6%
COc1ccccc1CC(=O)NCc1ccc2c(c1)OCO2
    1.2%	2.4%	-10.3%
CCNS(=O)(=O)c1ccc(C(=O)Nc2ccccc2)cc1
    -16.8%	-1.2%	-2.3%
C=CCn1c(-c2ccc(OC)c(OC)c2)cs/c1=N\c1ccccn1
    u	0.5%	-3.5%
O=C(CNC(=O)c1sc2ccccc2c1Cl)Nc1ccccc1F
    -14.1%	u	0.7%
COc1ccc(/C=C2\CCc3ccccc3C2=O)cc1Cn1cccn1
    20.6µM*	17.8µM*	-12.1%
Nc1ncnc(Nc2cccc(F)c2)n1
    -12.8%	19.0%	6.9%
COc1cc(OC)cc(-c2nc3n(n2)C(c2ccccc2)C(C(N)=O)=C(C)N3)c1 (configuration not stated)
    -19.9%	-4.8%	-6.3%
O=C(O)c1cc([N+](=O)[O-])ccc1N1CCCCC1
    -1.5%	-4.1%	8.8%
CCN(CC)C(=O)CN1CCN(c2ccccc2F)CC1
    -7.3%	-0.9%	-1.9%
CCc1nnc(NC(=O)C2COc3ccccc3O2)s1 (configuration not stated)
    5.0%	1.7%	13.3%
Cc1cc(Cl)ccc1NC(=O)c1cc(S(=O)(=O)N2CCOCC2)cn1C
    u	-8.4%	11.8%
C=CCn1c(N)c(C(=O)Nc2ccccc2)c2nc3ccccc3nc21
    -9.9%	-14.4%	-9.4%
Cc1c(NC(=O)CCCN2C(=O)c3cccc4cccc(c34)C2=O)c(=O)n(-c2ccccc2)n1C
    -2.9%	7.8%	-3.1%
CCCCN(C(=O)C1=COCCO1)c1c(N)n(CCC)c(=O)[nH]c1=O
    -7.1%	2.1%	5.2%
Cc1ccc(Cn2c(=O)n(CCc3ccccc3)c(=O)c3c(C)c(C)sc32)cc1
    -13.3%	1.9%	-7.4%
COC(=O)c1ccc(-c2ccc(CNCC(O)c3ccccc3)o2)cc1 (configuration not stated)
    u	0.9%	0.9%
COc1cccc(NC(=S)N(CCc2c(C)[nH]c3ccccc23)Cc2ccco2)c1
    u	-6.7%	-23.3%
COC(=O)c1cc(=O)n(CCc2ccccc2F)c(=Nc2ccc(F)c(Cl)c2)s1
    14.6µM*	-2.4%	1.0%
COc1cc(/C=N/NC(=O)c2cc(-c3ccco3)nc3ccccc23)cc(OC)c1O
    10.3µM*	-13.2%	-29.4%
O=C(Cn1c(=O)nc(-c2ccccc2)c2ccccc21)Nc1ccc(Cl)c(C(F)(F)F)c1
    6.9%	-0.9%	-1.7%
Cc1ccc(NC(=O)C(c2ccccc2)N(C)C)cc1Cl (configuration not stated)
    u	-3.8%	25.9%
Cc1nc(SCC(=O)Nc2ccc(C)c(Cl)c2)cc(-c2ccccc2)n1
    23.1µM*	-11.1%	-1.1%
CC1CCCN(C(=O)CNS(=O)(=O)c2cccs2)C1 (configuration not stated)
    0.0%	-3.9%	-0.5%
CC(C)c1ccc(N(CC(=O)NCC2CCCO2)C(=O)Cn2nnc(-c3cccs3)n2)cc1 (configuration not stated)
    -27.1%	-1.6%	-0.1%
O=C(CSc1nc2ncc(Cl)cc2[nH]1)N1CCC(Cc2ccccc2)CC1
    -29.6%	-0.6%	-0.1%

A draw from above in order of molecular weight, falling:
Order of results – DT40 TDP1 CPT	KAT2A inh	FEN1 inh
COC(=O)c1cc(=O)n(CCc2ccccc2F)c(=Nc2ccc(F)c(Cl)c2)s1
    14.6µM*	-2.4%	1.0%
C=CCc1cccc(CNc2nc3ccccc3n2CCN2CCOCC2)c1O
    u	-16.2%	0.0%
c1ccc(N2CCCCC2)c(Nc2nc3ccccc3n3cnnc23)c1
    u	-9.6%	-1.9%

(more compounds)
Order of results – DT40 TDP1 CPT	KAT2A inh	FEN1 inh
O=S(=O)(c1ccccc1)N1CCN(Cc2c(O)ccc3ccccc23)CC1
    -19.4%	6.6%	-20.9%
O=C(/C=C\c1ccc(O)c(O)c1)O[C@@H](Cc1ccc(O)c(O)c1)C(=O)O
    22.9%	-15.5%	x
C=C1CCN([C@@H](CC(C)C)C(=O)O)S(=O)(=O)c2ccccc21
    -1.3%	x	18.9%
COc1cccc(/C=N/Nc2nc(N3CCCC3)nc(N3CCCC3)n2)c1O
    u	-11.4%	-8.6%
O=C(c1ccco1)N1CCCSC1=Nc1ccccc1
    -18.3%	-0.6%	7.9%
CN(Cc1ccccc1)C(=O)c1ccc2c(c1)OCCO2
    0.5%	-0.8%	3.9%
C[C@@H]1CCC2[C@@H](C)[C@@H](O)O[C@@H]3O[C@@]4(C)CC[C@@H]1[C@@]23OO4 (some centres not stated)
    0.0411µM*	23.7%	x
CCCOc1ccc(S(=O)(=O)N2CCCC2)cc1[N+](=O)[O-]
    -17.3%	8.3%	3.0%
Cc1cc(NS(=O)(=O)c2ccc(NC(=O)/C=C/c3ccccc3)cc2)no1
    u	0.8%	10.6%
Cc1ccc(CN2C(=O)c3ccccc3NC2c2cc(Br)ccc2O)cc1 (configuration not stated)
    -13.6%	-13.2%	8.3%
C=CCOc1ccn(C)c(=O)n1
    -4.4%	-14.5%	2.0%
CCOc1ccc2[nH]c(=O)c(CN(Cc3ccccc3)C(=O)N3CCCC3)cc2c1
    20.6µM*	0.7%	-15.2%
C=CCc1c(OC)ccc2c1c(S(=O)(=O)c1ccc(C)cc1)cn2COC
    0.7%	-9.8%	-18.8%
Oc1ccccc1C=Nc1cccc2ccccc12
    -2.5%	-1.5%	21.0%

Screens: PubChem, National Center for Advancing Translational Sciences (NCATS)
